# ASAP1 GAP inh – inhibitors of human ASAP1 ArfGAP activity, primary screen, biochemical, fluorescence polarization. ASAP1-stimulated ARF1 GTP hydrolysis, GDP FP detection. inhibition, % at 16.5 µM. actives 0.19% (n = 360,000); in the data active means inhibition above about 25%;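 further: 0% = vehicle with enzyme and substrate and 100% = no enzyme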
# TDP2 inh – human TDP2 enzyme inhibitors, primary screen, biochemical, epi absorbance, recombinant enzyme. Tyrosyl-DNA phosphodiesterase 2 (Homo sapiens), O95551. T5PNP hydrolysis, p-nitrophenol absorbance 415 nm. inhibition, % at 12.8 µM. actives 0.34% (n = 370,000). AID 720702, 2013;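 active means inhibition above the mean of all tested compounds plus 3 SD, set per campaign, cut at about 25% in these data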;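 further: 0% = DMSO with enzyme and 100% = buffer with substrate but no TDP2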
# Target sequence (O95551 whole entry, looked up): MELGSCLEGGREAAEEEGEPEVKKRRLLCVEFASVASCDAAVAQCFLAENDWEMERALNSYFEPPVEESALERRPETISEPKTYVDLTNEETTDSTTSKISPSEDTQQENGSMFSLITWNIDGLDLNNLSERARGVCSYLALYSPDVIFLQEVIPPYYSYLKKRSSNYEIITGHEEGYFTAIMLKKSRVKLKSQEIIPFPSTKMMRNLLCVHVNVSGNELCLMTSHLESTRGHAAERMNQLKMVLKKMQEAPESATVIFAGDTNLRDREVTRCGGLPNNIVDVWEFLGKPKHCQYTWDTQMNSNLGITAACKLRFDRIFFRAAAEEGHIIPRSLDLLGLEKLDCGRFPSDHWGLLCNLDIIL
#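 Read-out basis: percent inhibition. System: recombinant human TDP2. Buffer or medium: Mg2+-containing Tris-HCl buffer, pH 7.5. Repeats: single replicate. Timing: reaction 2 h, 37 °C. Benchmarks: high control without enzyme, low control DMSO plus TDP2. Probe or stimulus: 5 mM T5PNP. Doses: 12.8 µM only. Measured by: epi absorbance of p-nitrophenol freed from T5PNP by hydrolysis.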
# PLCg1 inh – PLC-gamma1 enzyme inhibitors, primary screen, biochemical, fluorescence, purified enzyme; fluorogenic substrate; actives 0.84% (n = 370,000); inhibition, % at 12.2 µM; AID 720700, 2013; in the data active means inhibition above about 9.5%
# ARFGAP1 inh – inhibitors of rat ARFGAP1 GAP activity, primary screen, biochemical, fluorescence polarization, GDP tracer | actives 0.26% (n = 360,000) | AID 651572, 2012 | Arfgap1-stimulated ARF1 GTP hydrolysis, GDP FP detection | inhibition, % at 16.5 µM | ADP-ribosylation factor GTPase-activating protein 1 (Rattus norvegicus), Q62848;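 active means inhibition above a per-plate limit, mean inhibition of low control wells plus 3 SD, cut at about 25% in these data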;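 further: 0% = DMSO wells with enzyme and 100% = wells lacking Arfgap1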
# Target sequence (Q62848 1-136 limits assumed): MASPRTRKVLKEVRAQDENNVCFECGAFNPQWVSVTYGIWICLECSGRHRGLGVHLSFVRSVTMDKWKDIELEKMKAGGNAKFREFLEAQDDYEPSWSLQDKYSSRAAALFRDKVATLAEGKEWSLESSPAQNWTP
#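 Replicates: Single well per compound | Assay system: Truncated rat Arfgap1 GAP domain | Control set: No-Arfgap1 wells (100%) versus DMSO full-reaction wells (0%) | Times: Enzyme reaction 120 min at 25 °C after 20 min preincubation | Reagent: Human ARF1(Δ1-17)-GTP substrate | Measured by: Tracer-displacement fluorescence polarization with EDTA stop, 620/688 nm | Measure: Percent inhibition of Arfgap1-stimulated GTP hydrolysis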
# PLCb3 inh – human PLC-beta3 inhibitors, primary screen, biochemical, fluorescence. 1-phosphatidylinositol 4,5-bisphosphate phosphodiesterase beta-3 (Homo sapiens), Q01970. Purified PLC-beta3, fluorogenic substrate. inhibition, % at 12.2 µM. actives 0.18% (n = 370,000); in the data active means inhibition above about 11%;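 further: 0% = median of compound wells on plate and 100% = full blocker control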
# DDE Tn6 FP inh – inhibitors of Tn6 peptide binding to fibrin DD(E), primary screen, biochemical, fluorescence polarization, human fibrin, Tn6 probe | Fibrin DD(E) TRITC-Tn6 fluorescence polarization displacement | inhibition, % at 8.3 µM | actives 0.21% (n = 370,000);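 active means inhibition above a per-campaign cutoff: mean of compounds within control limits plus 3 SD, cut at about 15% in these data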;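 further: 0% = median of all compound wells on the plate and 100% = blocking peptide control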
# ADAM10 inh – human ADAM10 inhibitors, primary screen, biochemical, QFRET, HTS. Disintegrin and metalloproteinase domain-containing protein 10 (Homo sapiens), O14672. recombinant ADAM10, EDANS/DABCYL FRET peptide cleavage, 3 h. inhibition, % at 7 µM. actives 0.62% (n = 370,000);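 active means inhibition above a per-campaign cutoff equal to the mean of compounds falling between control-based bounds plus 3 SD, cut at about 20% in these data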;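 further: 0% = DMSO wells while the 100% control is not disclosed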
# SIAE inh – human SIAE inhibitors, primary screen, biochemical, fluorescence polarization, FP-Rh probe, 1536-well HTS. AID 1053197, 2014. Sialate O-acetylesterase (Homo sapiens), Q9HAT2. SIAE FP-Rh probe binding. inhibition, % at 9.66 µM. actives 0.69% (n = 370,000);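 active means inhibition above a cutoff: mean of compounds within the control limits plus 3 SD of those, cut at about 17% in these data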;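 further: 0% = plate median of compound wells and 100% = probe without SIAE protein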
# Target sequence (Q9HAT2 whole entry, looked up): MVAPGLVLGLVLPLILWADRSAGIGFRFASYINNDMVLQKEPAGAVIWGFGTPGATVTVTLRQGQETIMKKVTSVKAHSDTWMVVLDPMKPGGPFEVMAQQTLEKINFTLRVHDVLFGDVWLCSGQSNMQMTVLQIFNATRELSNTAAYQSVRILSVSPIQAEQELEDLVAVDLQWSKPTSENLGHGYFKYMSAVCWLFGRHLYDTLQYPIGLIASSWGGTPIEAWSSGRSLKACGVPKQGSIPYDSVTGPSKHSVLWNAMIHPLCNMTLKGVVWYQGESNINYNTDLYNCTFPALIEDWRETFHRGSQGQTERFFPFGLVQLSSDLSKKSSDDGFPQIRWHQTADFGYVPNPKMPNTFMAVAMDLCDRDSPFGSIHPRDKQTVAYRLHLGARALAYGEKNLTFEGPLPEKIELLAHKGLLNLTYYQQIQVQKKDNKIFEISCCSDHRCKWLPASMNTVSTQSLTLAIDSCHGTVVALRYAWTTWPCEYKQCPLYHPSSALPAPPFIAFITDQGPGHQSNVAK
# ADAM17 inh – ADAM17 inhibitors, primary screen, biochemical, QFRET; recombinant ADAM17, EDANS/DABCYL FRET peptide cleavage; inhibition, % at 6.95 µM; actives 0.83% (n = 370,000);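 active means inhibition above the mean of compounds lying between control limits plus 3 SD, set per campaign, cut at about 8.5% in these data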;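 further: 0% = DMSO-only wells as the low control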
# Tn7 DDE FP – inhibitors of Tn7 peptide binding to fibrin DD(E), primary screen, biochemical, fluorescence polarization, human fibrin, Tn7 probe. Fibrinogen beta chain (Homo sapiens), P02675. FP displacement of FITC-Tn7 peptide from fibrin DD(E); 0% = median of compound wells per plate. inhibition, % at 8.3 µM. actives 0.13% (n = 370,000);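 active means inhibition above the mean of compounds falling within the control limits plus 3 SD of them, cut at about 14% in these data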;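 further: 0% = plate median of compound wells and 100% = 10 µM Aha-Tn7 peptide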
#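 Test system – human fibrin DD(E) · Times – 10 min preincubation, 3 h with tracer, room temperature · Detection – fluorescence polarization of the labelled Tn7 tracer · Measure – percent inhibition normalized to high-control wells · Benchmarks – high control wells with 10 µM unlabelled Aha-Tn7 peptide (full inhibition) · Repeats – singlicate testing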
# * marks the source's active call; other numbers are inactive results; x = not tested or not shown.
compound,ASAP1 GAP inh,TDP2 inh,PLCg1 inh,ARFGAP1 inh,PLCb3 inh,DDE Tn6 FP inh,ADAM10 inh,SIAE inh,ADAM17 inh,Tn7 DDE FP
O=C(CCN1C(=O)c2ccccc2C1=O)C1=NN[C@@H]2C(=O)N(c3ccc(F)cc3)C(=O)[C@H]12,5.1,-1.9,3.3,-3.5,1.3,0.9,0.6,1.7,-0.7,-6.3
CN1CCN(C(=O)CSc2nc3c(c(=O)n(C)c(=O)n3C)n2C)CC1,2.0,8.3,-1.0,-11.1,-5.2,0.3,1.8,4.7,0.1,-5.1
CCOC(=O)C1C(=O)C=C(/C=C/c2ccc(N(C)C)cc2)CC1c1ccccc1 (stereo not given),-4.6,10.6,-51.0,4.9,-63.6,-1.0,-0.5,-9.4,-0.5,-3.2
C=CCN1[C@H](Cc2ccccc2)COc2cccc(N3CCCC3)c2S1(=O)=O,x,-4.0,-0.6,x,-1.9,-1.0,-8.4,7.8,-2.2,-3.9
O=C1CCC(C(=O)NCCN2C(=O)S/C(=C\c3cccnc3)C2=O)=NN1,3.6,3.2,0.1,-8.1,-1.5,-0.1,9.0,4.5,-1.2,5.8
O=C(COC(=O)c1ccc[nH]c1=O)NC1CCCCCC1,1.2,13.7,-0.8,-3.7,-4.4,0.2,-16.0,-4.1,-6.8,6.4
Fc1ccc(F)c(NC(=S)NCCc2ccccc2)c1,-15.7,6.5,3.5,-1.9,-3.7,2.0,1.5,0.9,1.3,1.5
O=C(COC(=O)c1cc(Br)ccc1O)Nc1ccc2c(c1)OCCO2,1.3,16.0,-2.9,5.2,-113.5,4.0,-1.0,-1.1,-1.7,-0.3
Cc1ccc2[nH]c3c(=O)n(CCCN4CCN(C)CC4)cnc3c2c1,10.4,8.9,-7.5,7.5,-8.3,5.8,-117.7,10.7,-28.3,-1.0
COc1cccc(NC(=O)c2nc(S(C)(=O)=O)ncc2Cl)c1,1.1,-4.3,0.9,12.2,-12.0,-5.5,4.0,-1.9,-6.3,3.6
Cc1ccc(S(=O)(=O)c2nc(S(C)(=O)=O)sc2N2CCC(O)CC2)cc1,5.3,-9.5,0.7,-6.6,-4.5,-2.7,5.8,-3.1,-3.5,-1.3
CCCNC(=O)NC(C)C12CC3CC(CC(C3)C1)C2 (stereo not given),-1.4,0.6,-1.3,11.1,-0.5,2.3,-5.7,-7.8,-4.9,7.6
O=C(COC(=O)c1c[nH]c(=O)[nH]c1=O)Nc1ccccc1F,-8.9,3.4,2.3,6.8,1.2,7.4,-7.9,9.4,-4.8,2.1
Cc1ccc(C)c(OCC(=O)N/N=C/c2c(C)nn(-c3ccccc3)c2Cl)c1,-8.0,-9.2,0.3,9.9,2.0,9.9,-1.9,3.6,-0.1,9.6
Cc1ccc(NC(=O)CC2Nc3ccccc3NC2=O)cc1Cl (stereo not given),19.0,-8.2,-79.4,1.4,-87.4,0.0,-62.3,-4.5,-22.9,4.9
S=C(NCCc1ccccc1)N1CCn2cccc2C1c1cccnc1 (stereo not given),-10.4,3.0,-12.7,-7.5,-13.6,10.3,-4.4,12.8,-2.2,-5.4
O=Nc1c(O)c2ccccc2c2ccccc12,5.3,6.6,-45.2,-4.6,-56.5,3.0,2.9,29.9*,-1.6,-4.2
COc1ccc(/C=C2\CCc3ccccc3C2=O)cc1Cn1cccn1,-7.8,2.6,-13.7,-12.0,-24.2,3.7,-10.0,-3.9,0.1,9.3
COc1ccc(S(=O)(=O)NC(C)C(=O)Nc2cccc([N+](=O)[O-])c2)cc1 (stereo not given),-4.9,2.4,4.2,1.1,-2.4,-2.3,-1.1,6.9,-2.6,10.4
CCOC(=O)C1=C(CC)Nc2ccccc2N=C1N,-1.6,7.2,-1.1,-3.7,-8.1,-1.1,-4.9,7.2,-6.3,6.7
O=c1cc(CSc2nnc(COc3cccc4ccccc34)o2)c2ccccc2[nH]1,-15.1,9.4,4.5,-0.7,-2.4,6.3,4.1,0.5,1.6,8.3
O=C(Cc1ccc(-n2c(=O)c3ccccc3n(Cc3ccccc3Cl)c2=O)cc1)NCC1CCCO1 (stereo not given),-4.8,-0.6,-2.5,6.2,-11.7,3.3,-17.4,-1.3,-11.5,2.4
O=C(CSc1ccccc1)NCCc1ccccc1,6.5,-1.9,1.2,0.5,-4.5,-4.6,-8.6,-3.7,-3.9,0.6
O=C(Nc1ccc2oc(=O)ccc2c1)c1ccc2ccccc2c1,-5.9,10.7,-5.6,5.1,-5.7,-1.1,-1.1,-0.3,-3.3,2.3
C=CCn1c(SCC(=O)/C(C#N)=C(\C)N)nc2sc(C)c(C)c2c1=O,4.9,5.6,-0.3,-1.2,-2.8,-6.8,-0.1,-13.4,-4.6,1.9
CCOC(=O)C1CCNC(=O)C1=O (stereo not given),7.9,-8.5,3.1,12.0,1.2,0.7,-2.1,5.3,2.1,-11.2
CC1(C(=O)O)CCCN1C(=O)c1ccccc1OC(F)(F)F (stereo not given),-10.3,2.3,6.1,0.9,3.0,0.6,-0.8,1.3,-3.5,-0.5
CCOC(=O)C(=Cc1ccc(-n2cncn2)cc1)C(=O)OCC,-3.7,-3.4,1.0,2.7,0.2,-6.4,-8.6,-4.4,-0.5,4.7
Cc1ccc(NC(=O)c2ccc(S(=O)(=O)NCc3cccnc3)cc2)c(C)c1,1.5,-0.9,-0.9,-6.6,-5.2,4.5,4.8,6.8,-3.1,1.7
O=C(CSc1nc2ccccc2n1Cc1ccccc1Cl)N/N=C/c1ccccc1C(=O)O,12.9,-7.2,-3.4,5.7,-7.5,-1.2,-4.3,-9.7,-3.0,8.2

# Shown with two lines to a compound: part of the list above
# Results follow in this order: ASAP1 GAP inh, TDP2 inh, PLCg1 inh, ARFGAP1 inh, PLCb3 inh, DDE Tn6 FP inh, ADAM10 inh, SIAE inh, ADAM17 inh, Tn7 DDE FP
Cc1ccc(S(=O)(=O)c2nc(S(C)(=O)=O)sc2N2CCC(O)CC2)cc1
    5.3, -9.5, 0.7, -6.6, -4.5, -2.7, 5.8, -3.1, -3.5, -1.3
O=C(CSc1nc2ccccc2n1Cc1ccccc1Cl)N/N=C/c1ccccc1C(=O)O
    12.9, -7.2, -3.4, 5.7, -7.5, -1.2, -4.3, -9.7, -3.0, 8.2
O=C(COC(=O)c1c[nH]c(=O)[nH]c1=O)Nc1ccccc1F
    -8.9, 3.4, 2.3, 6.8, 1.2, 7.4, -7.9, 9.4, -4.8, 2.1

# The results go on:
compound,ASAP1 GAP inh,TDP2 inh,PLCg1 inh,ARFGAP1 inh,PLCb3 inh,DDE Tn6 FP inh,ADAM10 inh,SIAE inh,ADAM17 inh,Tn7 DDE FP
Cc1nc2ccc(NC(=O)c3ccc(Cl)s3)cc2s1,4.5,-14.8,-3.4,0.5,-3.9,-7.0,5.3,-5.7,1.6,-5.2
CCOC(=O)c1c(Nc2ccccc2N)cc(C)nc1C,-4.4,-14.7,4.0,-7.9,5.7,-1.3,6.2,-1.8,1.9,-0.8
CC(=O)Nc1ccc(N2C(=O)CC(Sc3nccc(C)n3)C2=O)cc1 (stereo not given),2.6,-7.3,1.6,-1.2,-2.3,-1.1,-6.1,-1.7,-7.5,9.1
CCOC(=O)c1c(N)sc(C(=O)OCCOC)c1C,-0.8,2.5,7.7,-11.1,1.8,-4.1,-2.1,-1.6,1.6,-7.0
CC(C)(C)c1nnc(NS(=O)(=O)c2cc(Cl)ccc2Cl)s1,-1.7,-5.3,2.9,5.4,-6.2,3.0,4.5,-2.5,0.0,0.1
CCOc1ccc(Br)cc1S(=O)(=O)N1CCCC1,-0.1,-5.7,-0.5,6.0,2.9,-5.5,-5.2,1.2,-0.5,-0.8
O=C(COC(=O)/C=C/c1cccc(Cl)c1Cl)Nc1ccc2[nH]c(=O)[nH]c2c1,0.7,6.8,-2.3,6.5,-0.6,-7.8,3.1,-8.2,-2.1,-4.7
O=C(CN1c2ccccc2Sc2ccccc21)N/N=C/c1ccc(Cl)cc1,6.2,4.9,-0.7,2.3,-9.1,-1.5,1.8,14.1,-1.3,3.9
COc1ccc(-c2nc3ccc(Br)cn3c2CC(C)(C)C)cc1OC,0.8,2.6,-1.9,-7.7,-1.9,0.0,4.4,0.0,3.1,9.1
CC(C)(C)NC(=O)C(c1ccc(-c2ccccc2)cc1)n1c(=O)c(-c2ccccc2)nc2ccccc21 (stereo not given),-17.8,5.1,-16.9,2.5,-20.9,-1.2,-28.8,-11.5,-3.0,7.2
CCc1c(O)nc(SCC(=O)c2ccccc2)n(-c2ccccc2)c1=O,2.8,-5.3,0.3,1.2,-5.9,-9.2,2.1,5.1,-3.7,6.6
CCCC(=O)NC(=S)Nc1cccc(C(C)=O)c1,-1.6,-7.7,8.3,4.2,5.1,2.4,10.8,9.7,0.7,5.2
COc1ccc(Cc2nnc(NC(=O)c3ccc(F)cc3)s2)cc1OC,-17.0,-2.8,0.7,-11.8,-7.1,-0.9,10.4,-4.7,-2.5,5.7
CC(C)(C)NC(=O)c1cc(Cl)ccc1[N+](=O)[O-],-14.3,-9.2,1.8,13.9,3.1,2.8,-5.4,-3.5,-2.5,-7.0
CCCC1CC(CCc2ccccc2)OS(=O)(=O)N1 (stereo not given),6.9,-6.6,2.9,-7.4,4.9,-3.1,9.7,2.1,6.2,-0.5
CCCC(C)NC(=O)Cc1ccc(S(=O)(=O)N2CCOCC2)s1 (stereo not given),-2.6,-3.0,-2.6,-5.9,-2.5,3.5,-3.7,-2.4,0.1,-1.4
O=C(Cc1ccccc1)NNC(=O)c1ccccc1C(=O)O,-4.2,7.2,0.2,-4.5,-7.4,-4.4,0.7,1.5,-0.3,-1.9
Cc1ccc(C(=O)Cn2c(-c3ccccc3)noc2=O)cc1,3.6,4.1,-1.3,-12.8,0.7,2.4,5.9,0.0,0.4,-0.3
Cc1ccc(OCc2nn3c(C4CCCCC4)nnc3s2)cc1,x,2.9,6.2,x,3.1,-8.4,-16.1,-2.5,-3.0,6.4

# From PubChem
